AID2073 – inhibitors of Mint1-CaV2.2 protein interaction, biochemical, HTRF (AID 2073); HTRF protein-protein interaction, Mint1-CaV2.2; higher % means a stronger effect; inhibition, % at 20 µM, or IC50 in µM where a hit was titrated; 0.19% of 290,000 active; in the data active = inhibition mostly above about 51%, no sharp cut-off; inconclusive = no clear call, values can overlap the other calls; inactive = mostly below about 53%; note: some results filed as inactive read as strong as hits
human PMI inhibition – MPI enzyme activity inhibition – biochemical, fluorescence intensity, coupled assay, primary screen (AID 1209). purified PMI enzyme, coupled fluorescence intensity; higher % means a stronger effect. inhibition, % at 20 µM; hits with a dose series show IC50 in µM. 0.42% of 190,000 active;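 note: plate controls were DMSO vehicle for no effect and wells lacking substrate for full effect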
XIAP displacement – small molecules displacing peptide from XIAP – biochemical, IAP family, fluorescence polarization (AID 1018). XIAP BIR domain, fluorescence polarization peptide displacement; higher % means a stronger effect. displacement, % at 20 µM, or IC50 in µM where a hit was titrated. 0.007% of 200,000 active; in the data active = displacement above about 50%; note: a part of the inactive calls stands beside numbers as strong as those of hits
Siah-1 displacement – Siah-1 peptide-binding antagonists, primary screen, biochemical, fluorescence polarization, rhodamine-plectin, uHTS (AID 1817); Siah-1 / rhodamine-plectin peptide fluorescence polarization; higher % means a stronger effect; displacement, % at 20 µM; hits with a dose series show IC50 in µM; 0.02% of 290,000 active;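 active = displacement of at least 50% at 20 µM, with a fluorescence ratio check between 0.3 and a set limit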;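 note: plate controls were Siah plus tracer with DMSO for no effect and tracer alone without Siah for full effect; strong numbers were not always called active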
M1AAP inhibition – malaria alanyl aminopeptidase activity blockers – biochemical, fluorogenic H-Leu-NHMec substrate, 1536-well (AID 1445). recombinant M1AAP, H-Leu-NHMec fluorogenic kinetic assay; higher % means a stronger effect. 0.42% of 220,000 active. inhibition, % at 30 µM, or IC50 in µM where a hit was titrated;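 active = primary inhibition above the hit cutoff, then over 50% inhibition at one or more dose response concentrations, cut at about 23% in these data, passing the limit was not always enough; inconclusive = conflicting primary data, or primary hits not chosen for dose response; inactive = low primary inhibition, or under 50% at every dose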;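 note: plate controls were DMSO full reaction for no effect and no enzyme background for full effect; strong numbers were not always called active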
PMI inhibition – human PMI inhibitors, high substrate, primary screen, biochemical, fluorescence intensity, high mannose 6-phosphate (AID 1220) | recombinant PMI enzyme, coupled fluorescence intensity; higher % means a stronger effect | inhibition, % at 20 µM; hits with a dose series show IC50 in µM | 0.66% of 190,000 active
LYP inhibition – PTPN22 lymphoid phosphatase activity blockers – biochemical, fluorescence intensity, uHTS (AID 1779). recombinant LYP phosphatase, fluorescence intensity; higher % means a stronger effect. one-dose inhibition, % at 11.5 µM; IC50 in µM for titrated hits. 0.054% of 290,000 active;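 note: plate controls were vehicle with enzyme for no effect and no enzyme for full effect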
Dynein transport – dynein cargo transport inhibition; z-score, hits read low; 3617.4 mouse cells, GR-EGFP nuclear translocation imaging; test concentration mostly 20 µM; stimulated with dexamethasone, 1 µM; stronger effect = lower value; 0.47% of 220,000 active; AID 1381;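 active = plate z-score of nuclear minus cytoplasmic receptor signal below a set negative limit, without overly bright fluorescence or cell loss, cut at about -3.5 in these data, passing the limit was not always enough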;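 note: z-score of nuclear minus cytoplasmic ring GR-EGFP intensity difference per well; some compounds called inactive have numbers as strong as hits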
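Also added – dexamethasone, 1.0 µM final · Buffer or medium – tet-free, stripped-serum medium · Schedule – induction 48 h, compound 1 h, agonist 30 min · Detection – formaldehyde fixation, Hoechst nuclear stain, 10x automated fluorescence imaging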
P. falciparum M17LAP – P. falciparum M17LAP inhibitors, primary screen, biochemical, fluorogenic H-Leu-NHMec substrate, 1536-well (AID 1619); recombinant M17LAP, H-Leu-NHMec fluorogenic kinetic assay; higher % means a stronger effect; inhibition, % at 30 µM; hits with a dose series show IC50 in µM; 0.38% of 220,000 active;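 active = compound inhibiting the enzyme by more than half at any dose during confirmatory dose-response retesting; inconclusive = strong single-dose inhibitors picked by rank but not retested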;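 note: plate controls were full reaction with DMSO carrier for no effect and no enzyme background for full effect; strong numbers were not always called active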
Dynein transport cytoplasmic EGFP – second read-out of Dynein transport, no call of its own (marks repeat the call); z-score; measured here: cytoplasmic GR-EGFP intensity; stronger effect = higher value
Dynein transport nuclear GR-EGFP – also measured in Dynein transport; calls as there; z-score; measured here: nuclear GR-EGFP intensity;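 lower value marks the stronger effect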
Dynein transport cell count – further read-out of Dynein transport, marked with its call; z-score; measured here: cell count per field
* = called active by the depositor; ? = inconclusive; nt = no result given. Cut-off read from the data, not from the text of the source, unless noted: active = inhibition above about 50%; inactive = the rest.

1. O=C(CC(c1ccccc1)c1ccccc1)NCC1CCCO1 (stereo unspecified)
2. COc1ccccc1-n1nnnc1SCC(=O)Nc1cc(C)on1
3. Cc1cc([N+](=O)[O-])ccc1NCc1ccccc1[N+](=O)[O-]
4. COc1ccc(CCC(=O)OCC(=O)Nc2ccc(C)c(S(=O)(=O)N(C)C)c2)cc1
5. COCCCC1CCN(Cc2cn[nH]c2-c2cc(OC)c(OC)c(OC)c2)CC1
6. Cn1cccc1Cc1nnc(SCC(=O)Nc2nc3ccccc3s2)n1CCc1ccccc1
7. COC(=O)c1cc2c(-c3ccccc3)c(C)c3ccccn3c-2c1C(=O)OC
8. O=c1c2sccc2n(Cc2cc(=O)n3ccccc3n2)c(=O)n1-c1ccccc1
9. Cc1ccc(NC(=O)c2c(-c3c(F)cccc3Cl)noc2C)cc1F
10. OCC(O)/C=N/Nc1nc(N2CCCCC2)nc(N2CCCCC2)n1 (stereo unspecified)
Assay by compound	1	2	3	4	5	6	7	8	9	10
AID2073	2%	0%	-5%	-2%	8%	-33%	48%	12%	3%	12%
human PMI inhibition	-6%	4%	12%	16%	4%	-2%	13%	3%	14%	-9%
XIAP displacement	-6.4%	-7.8%	-6.5%	nt	-2.9%	-8.3%	26%	-4.2%	-5.0%	-1.6%
Siah-1 displacement	7%	-2%	-2%	-2%	3%	2%	-4%	3%	1%	3%
M1AAP inhibition	-4%	-3%	9%	1%	8%	15%	7%	7%	5%	2%
PMI inhibition	1%	3%	22%	-12%	-2%	-4%	4%	-2%	19%	-13%
LYP inhibition	-10%	-10%	3%	-4%	-6%	10%	-2%	2%	-7%	-8%
Dynein transport	-0.87	0.1	-0.099	-0.4	-0.2	2.3	3.1	0.5	2.1	-1.1
Dynein transport cytoplasmic EGFP	-0.041	-0.28	-0.18	-0.28	-0.29	0.11	15	-0.22	-0.033	-0.28
Dynein transport nuclear GR-EGFP	0.23	-0.032	-0.17	-0.41	0.1	1.8	5.4	0.72	1.2	-0.65
Dynein transport cell count	0.33	0.77	0.5	0.16	0.32	-0.98	0.87	-1	-1	1.5
P. falciparum M17LAP	3%	-3%	12%	-8%	1%	52%	-4%	-16%	11%	-4%

Results in sequence from the list:
Nos. 6 to 10 in XIAP displacement: -8.3%, 26%, -4.2%, -5.0%, -1.6%
Nos. 6 to 10 in Dynein transport: 2.3, 3.1, 0.5, 2.1, -1.1
Nos. 6 to 10 in P. falciparum M17LAP: 52%, -4%, -16%, 11%, -4%

(continued)
11. CCOC(=O)c1cc(NC(=O)CSCCO)ccc1Cl
12. COc1cccc(N=c2oc3ccc(OC)cc3cc2-c2nc3ccccc3[nH]2)c1
13. COc1cccc(/C=N/Nc2cc(Cl)nc(C)n2)c1O
14. CC(C)COc1ccc(C(=O)Nc2sc3c(c2C(=O)O)CC(C)(C)OC3)cc1
15. O=C(C1CC1)N(CCN(C(=O)C1CC1)c1ccccc1)c1ccccc1
16. CCN(C(=O)COC(=O)c1cc(=O)[nH]c2ccccc12)C1CCS(=O)(=O)C1 (stereo unspecified)
17. Cc1snc2sc(C(=O)c3ccc(F)cc3)c(N)c12
18. O=[N+]([O-])c1ccc(Cl)cc1CNc1ccc(F)c(F)c1
19. COc1ccc(Cl)cc1NS(=O)(=O)c1ccc(S(=O)(=O)N2CCCC2)cc1
20. CC1=CC(C)(C)N2C(=O)C(=O)c3cc(OC(=O)c4ccco4)cc1c32
Assay by compound	11	12	13	14	15	16	17	18	19	20
AID2073	-6%	41µM*	7%	26%	0%	32%	30%	7%	-6%	-2%
human PMI inhibition	11%	17%	21%	11%	6%	nt	nt	17%	-8%	23%
XIAP displacement	-6.1%	-0.5%	-8.0%	-0.4%	-4.7%	nt	nt	-2.8%	-1.8%	-4.0%
Siah-1 displacement	1%	10%	-3%	-1%	0%	-2%	2%	22%	-1%	-3%
M1AAP inhibition	2%	7%	-7%	9%	-2%	1%	4%	5%	1%	8%
PMI inhibition	8%	6%	26%	6%	2%	nt	nt	18%	8%	32%
LYP inhibition	0%	4%	8%	2%	-7%	-3%	10%	2%	7%	1%
Dynein transport	-0.53	1.3	1.9	-1.1	3.1	0.43	-1.2	0.061	-0.59	0.75
Dynein transport cytoplasmic EGFP	-0.22	-0.22	-0.11	-0.32	0.099	-0.23	-0.79	-0.25	-0.24	-0.2
Dynein transport nuclear GR-EGFP	-0.51	0.74	1.3	-0.36	2.3	0.9	-0.5	0.06	0.5	0.71
Dynein transport cell count	-0.26	-0.66	-1.3	0.19	-1.9	-1	0.96	0.88	0.74	-0.87
P. falciparum M17LAP	17%	6%	6%	15%	-3%	-6%	5%	-4%	2%	-2%

Structural class, the compounds so far containing an aryl thioether with sulfur outside any ring (2)
2. COc1ccccc1-n1nnnc1SCC(=O)Nc1cc(C)on1
6. Cn1cccc1Cc1nnc(SCC(=O)Nc2nc3ccccc3s2)n1CCc1ccccc1
Assay by compound	2	6
AID2073	0%	-33%
human PMI inhibition	4%	-2%
XIAP displacement	-7.8%	-8.3%
Siah-1 displacement	-2%	2%
M1AAP inhibition	-3%	15%
PMI inhibition	3%	-4%
LYP inhibition	-10%	10%
Dynein transport	0.1	2.3
Dynein transport cytoplasmic EGFP	-0.28	0.11
Dynein transport nuclear GR-EGFP	-0.032	1.8
Dynein transport cell count	0.77	-0.98
P. falciparum M17LAP	-3%	52%

Other results follow:
21. Cc1ccc(C)c(-n2c(C)cc(/C=N/NC(=O)c3c(C)nc4cc(C)ccn34)c2C)c1
22. Cn1c(=O)c2c(nc(CN3CCN(Cc4ccccc4)CC3)n2Cc2ccc(Cl)cc2)n(C)c1=O
23. COc1ccc(/C=C/C(=O)NCc2ccccn2)cc1OC
24. COc1ccc(NC(=O)CC2Sc3ncnn3C2=O)cc1 (stereo unspecified)
25. CCC1=NN(C(=O)c2ccc(Br)cc2)C(O)(c2ccccc2)C1 (stereo unspecified)
26. CCN(CC)C(=O)Cn1cc(C(=O)C(=O)NCCc2ccc(S(N)(=O)=O)cc2)c2ccccc21
27. CC1=C(C(=O)OCCNC(=O)c2cccnc2)C(c2cccc([N+](=O)[O-])c2)C(C(=O)OCCN(C)C)=C(C)N1 (stereo unspecified)
28. COc1ccc(C2(CNC(=O)c3cccc([N+](=O)[O-])c3)CCCCC2)cc1OC
29. CC(C)Oc1cccc(C(=O)NC(=S)Nc2ccccc2)c1
30. COC(=O)CSc1nc(C2CC2)nc2ccccc12
Assay by compound	21	22	23	24	25	26	27	28	29	30
AID2073	6%	-2%	3%	6%	3%	-7%	3%	-5%	-10%	0%
human PMI inhibition	-19%	1%	4%	40%	2%	3%	-2%	9%	18%	-13%
XIAP displacement	-4.0%	-2.8%	-9.4%	-2.2%	-17%	-4.9%	-3.2%	-7.4%	-6.5%	-3.8%
Siah-1 displacement	-7%	0%	-2%	-1%	1%	5%	3%	4%	-4%	5%
M1AAP inhibition	5%	1%	4%	4%	7%	11%	3%	-1%	-3%	1%
PMI inhibition	-3%	16%	7%	22%	-3%	4%	5%	-4%	10%	-4%
LYP inhibition	-4%	-4%	-4%	-4%	-3%	-5%	4%	-5%	6%	-10%
Dynein transport	0.4	0.78	0.52	-4*	0.44	0.058	-0.54	1.3	0.059	-0.42
Dynein transport cytoplasmic EGFP	-0.25	-0.055	0.15	1.5*	-0.26	-0.34	-0.26	-0.28	-0.26	-0.11
Dynein transport nuclear GR-EGFP	0.2	0.81	0.22	-2.2*	0.4	-0.47	-0.21	0.57	0.012	0.12
Dynein transport cell count	0.49	-0.73	0.15	-0.031*	-0.61	-0.66	-0.062	-0.69	0.51	-0.13
P. falciparum M17LAP	7%	3%	-1%	14%	12%	10%	1%	-20%	0%	2%

31. CCC(C)[C@@H](NC(=O)OC(C)(C)C)c1nnc(S(=O)(=O)Cc2cccc(C)c2)o1 (stereo partly specified)
32. Cc1cccc(CCNS(=O)(=O)c2cnc[nH]2)c1
33. COc1cccc(C2c3[nH]c4ccccc4c3CCN2Cc2cnc(C)s2)c1OC (stereo unspecified)
34. CCOC(=O)c1cccc(NC(=O)COC)c1
35. CSCCC(NC(=O)c1ccc(C(C)(C)C)cc1)C(=O)O (stereo unspecified)
36. CCOc1cccc(C(=O)Nc2ccc(N3CCN(S(C)(=O)=O)CC3)cc2)c1
37. CCC(C)c1ccccc1NC(=O)COC(=O)CCc1cc(OC)c(OC)c(OC)c1 (stereo unspecified)
38. COc1ccc(C2CC(=O)Nc3sc(=N)c4c(N)c(C#N)c(N)nc4c32)cc1OC (stereo unspecified)
39. COc1ccc(C2CC(C(F)(F)F)n3nc(C(=O)N(C)Cc4cn(C)nc4C)c(Cl)c3N2)cc1 (stereo unspecified)
40. O=C(OCc1nnc(-c2ccccc2)o1)c1ccccc1
41. Cc1ccccc1OCC(=O)NNC(=S)NC(=O)c1ccco1
42. CC(=O)c1cc(NC(=O)c2cccc(C(F)(F)F)c2)c(=O)oc1/C=C/N(C)C
Assay by compound	31	32	33	34	35	36	37	38	39	40	41	42
AID2073	?	-3%	9%	2%	0%	10%	-2%	3%	1%	0%	-37%	16%
human PMI inhibition	15%	11%	22%	1%	-11%	-6%	5%	6%	0%	-5%	30%	2%
XIAP displacement	-1.9%	-2.8%	-6.5%	-1.3%	-2.5%	-4.2%	-7.0%	-5.5%	-1.9%	-1.9%	-4.7%	-3.8%
Siah-1 displacement	1%	-2%	4%	7%	12%	2%	4%	2%	1%	-4%	-6%	1%
M1AAP inhibition	-1%	3%	-2%	2%	-1%	-1%	2%	10%	2%	6%	?	4%
PMI inhibition	13%	6%	16%	4%	-8%	-1%	9%	16%	2%	-6%	-14%	8%
LYP inhibition	-3%	-2%	-4%	-5%	-3%	-9%	-7%	-5%	1%	-2%	-1%	5%
Dynein transport	-2.2	-0.48	-0.037	-0.57	-0.18	-0.59	-0.17	1.1	0.18	-0.65	0.67	-0.34
Dynein transport cytoplasmic EGFP	0.12	-0.19	-0.29	-0.091	-0.36	-0.22	-0.3	-0.24	-0.21	-0.27	-0.23	1.2
Dynein transport nuclear GR-EGFP	-1.6	-0.029	-0.073	-0.18	-0.55	-0.14	-0.34	0.27	-0.15	-0.034	0.1	-0.26
Dynein transport cell count	-0.08	0.5	0.64	0.74	-0.0093	0.54	0.15	-0.19	-0.017	1	0.13	0.81
P. falciparum M17LAP	0%	3%	-1%	-16%	3%	-5%	-6%	0%	-2%	-1%	75%	9%

Screening results deposited in PubChem BioAssay by several laboratories.
